High-throughput results as filed in PubChem.
L3MBTL1 block: blocks human L3MBTL1 | AlphaScreen L3MBTL1–H3K9me1 peptide binding | Potency, µM (highest dose often 57.1 µM), for the others: top-dose activity, negative = inhibition, hits mostly inhibitors | 230,000 compounds, 0.66% hits | AID 485360; note: nearly all actives have a fitted effect of over 60% in size
Target sequence (Q9Y468 whole entry, looked up): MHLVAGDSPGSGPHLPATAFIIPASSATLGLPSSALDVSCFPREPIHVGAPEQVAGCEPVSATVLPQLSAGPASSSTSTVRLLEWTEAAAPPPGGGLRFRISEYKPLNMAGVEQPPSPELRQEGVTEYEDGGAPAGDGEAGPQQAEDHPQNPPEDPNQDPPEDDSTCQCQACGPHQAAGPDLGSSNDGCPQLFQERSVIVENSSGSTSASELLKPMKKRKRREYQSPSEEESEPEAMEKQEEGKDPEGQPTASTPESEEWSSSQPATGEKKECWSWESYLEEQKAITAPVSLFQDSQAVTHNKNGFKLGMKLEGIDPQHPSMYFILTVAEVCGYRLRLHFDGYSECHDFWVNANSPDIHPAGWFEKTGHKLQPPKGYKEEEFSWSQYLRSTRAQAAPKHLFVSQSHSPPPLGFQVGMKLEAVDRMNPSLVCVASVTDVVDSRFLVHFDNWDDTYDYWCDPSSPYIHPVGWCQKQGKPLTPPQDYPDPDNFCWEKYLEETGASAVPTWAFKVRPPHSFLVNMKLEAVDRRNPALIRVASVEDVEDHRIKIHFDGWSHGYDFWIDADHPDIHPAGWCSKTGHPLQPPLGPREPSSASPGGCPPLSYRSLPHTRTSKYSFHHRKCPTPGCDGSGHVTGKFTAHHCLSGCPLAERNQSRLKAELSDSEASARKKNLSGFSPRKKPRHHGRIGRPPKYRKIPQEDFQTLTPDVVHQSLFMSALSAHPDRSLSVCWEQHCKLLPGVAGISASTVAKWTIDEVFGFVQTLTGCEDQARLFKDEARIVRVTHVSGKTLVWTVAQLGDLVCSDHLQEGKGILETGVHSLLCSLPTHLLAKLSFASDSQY
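Read-out is AlphaScreen signal from streptavidin donor and nickel chelate acceptor beads (10 ug/mL final each) bridging L3MBTL1 (50 nM) and biotinylated K9-monomethylated H3(1-15) peptide (75 nM), after 30 min compound exposure at room temperature.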
TRb SRC2 PPI: TRbeta-SRC2 interaction inhibition; 280,000 compounds, 0.065% hits; Potency, µM (highest dose often 106 µM), for the others: at the highest dose activity change, negative = inhibition, actives largely listed as inhibitors; AID 1469; TRbeta-SRC2 peptide binding, fluorescence polarization; receptor liganded with 1 µM T3;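 note: plate controls were bound peptide for no effect and peptide without receptor for full effect; nearly all actives have a fitted effect of over 50% in size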
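Read-out is fluorescence polarization (555 nm excitation, 632 nm emission) of a Texas Red SRC2 coactivator peptide; loss of signal reflects blocked binding to human TRb ligand-binding domain in the presence of 1 uM T3.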
Tau FP inhib: tau fibrillization inhibition (FP). P10636. K18 P301L tau heparin fibrillization, Alexa594 FP, 6 h. Potency, µM (doses to about 57.7 µM), for the others: at the top dose activity, negative = inhibition, hits mostly inhibitors. 280,000 compounds, 0.39% hits; note: nearly all actives have a fitted effect of over 55% in size
Target sequence (P10636 561-689 P618L limits assumed): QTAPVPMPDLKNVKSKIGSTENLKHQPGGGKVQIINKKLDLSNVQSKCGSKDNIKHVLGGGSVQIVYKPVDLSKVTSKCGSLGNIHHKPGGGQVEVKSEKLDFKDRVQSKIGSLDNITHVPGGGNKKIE
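Human K18 P301L fragment (15 uM unlabeled plus 0.24 uM Alexa 594-labeled) in 100 mM sodium acetate pH 7 with compound, aggregation induced by 20 uM heparin for 6 hr at 37 C. ThT (30 uM) added for 1 hr, then Alexa 594 FP read.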
Tau fluor cs: counter-screen for tau fibril formation inhibitors. Potency, µM (series often up to 57.7 µM), for the others: top-dose activity change, negative = decrease. tau K18 P301L Alexa594 fluorescence, heparin fibrillization. AID 1463. 280,000 compounds, 0.93% hits; note: nearly all actives have a fitted effect of over 55% in size
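Human tau K18 P301L (15 uM unlabeled, 0.24 uM Alexa 594-labeled) in 100 mM sodium acetate pH 7 with 20 uM heparin, 6 hr at 37 C. ThT 30 uM added, 1 hr ambient; Alexa 594 FP and total fluorescence read at 555/632 nm.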
GLA spleen mod: inhibits or activates alpha-galactosidase in human spleen homogenate | P06280 | human spleen homogenate, 4MU-alpha-Gal fluorescence, 40 min | Potency, µM (series often up to 80 µM), for inactives: top-dose activity change, negative = inhibition, actives largely listed as inhibitors | 240,000 compounds, 0.008% hits;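 note: 0% = enzyme with vehicle and -100% = no enzyme basal signal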
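Inhibition or activation of alpha-galactosidase in human spleen homogenate is scored by 4-MU fluorescence after 40 min at 37C, pH 5.0, with 1 mM substrate. AC50s come from concentration-response fitted to the Hill equation.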
Tau ThT inhib: blocks human tau fibril formation measured by thioflavin T | P10636 | recombinant tau K18 P301L (four-repeat tau fragment), heparin-induced fibrillization, ThT fluorescence | Potency, µM (top dose mostly 57.4 µM), inactives show at the highest dose activity, negative = inhibition, usual class: inhibitors | 270,000 compounds, 2.1% hits | AID 1460; note: nearly all actives have a fitted effect of over 55% in size
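Aggregation was driven by heparin (20 uM final) acting on recombinant tau […] bearing P301L in 100 mM sodium acetate pH 7; fibrils were detected with Thioflavin T.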
TR SRC2 fluor cs: counter-screen for TRb-SRC2 inhibitors: fluorescence interference | 280,000 compounds, 0.29% hits | Potency, µM (doses to about 106 µM), for the others: at the top dose fluorescence change, negative = quenching | TRb/SRC2 Texas Red total fluorescence interference | AID 1479; active = well fitted curve in either direction with a large enough effect; inconclusive = small, poorly fitted or top-dose-only effect
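Human TRb ligand-binding domain at 0.6 uM with 20 nM Texas Red SRC2 peptide in Tris buffer containing 1 uM T3 and 5% DMSO, incubated with compound 5 h at ambient temperature. Total fluorescence (555/632 nm) calculated as parallel + 2 × perpendicular.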
ALDH1A1 block: ALDH1A1 (human) enzyme inhibition | P00352 | Purified ALDH1A1, NADH fluorescence, propionaldehyde substrate | Potency, µM (highest dose often 75.3 µM), for the others: at the highest dose activity, negative = inhibition, usual class: inhibitors | 220,000 compounds, 7.3% hits | AID 1030; active = well fitted inhibition curve with a large enough effect, not every such curve was filed as active; inconclusive = small, poorly fitted or top-dose-only effect, or another doubt; inactive = no such curve, though single readings can be large or run the other way;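 note: plate controls were no enzyme wells and a reference inhibitor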
* marks the source's active call; other numbers are inactive results; ? = inconclusive; · = no result given; & = joins results of further samples; [ ] = remark or other dose. Unless noted, calls come from the whole dose curve; as a rule, active = well fitted curve in the direction sought with a large enough effect; inconclusive = small, poorly fitted or top-dose-only effect, or another doubt; inactive = no such curve, though single readings can be large; an effect the other way counts as inactive or inconclusive. Unless noted, % is set by controls: 0 for no effect and ±100 for the full control effect; potency is the fitted concentration of half-maximal effect.

Screens in order: L3MBTL1 block, TRb SRC2 PPI, Tau FP inhib, Tau fluor cs, GLA spleen mod, Tau ThT inhib, TR SRC2 fluor cs, ALDH1A1 block
1) CN(C)c1ccc(/C=C2/C(=O)NC(=O)N(Cc3ccco3)C2=O)cc1
→ ?, 0%, -18%, -12%, -1%, ?, 2%, 1µM*
2) COC(=O)N1CCN(C(=O)Cc2ccc(Cl)c(Cl)c2)C(CN2CCCC2)C1 (stereo unspecified)
→ ·, 3%&-3%&4%, -3%&-6%&-1%, -3%&-9%&5%, -1%&2%&0%, -6%&-11%&2%, 3%&-1%&0%, -5%&-10%
3) CC(=O)OC1CC[C@@]2(C)C3CC(=O)[C@]4(C)C(C(C)=O)=CCC4C3CC[C@H]2C1 (stereo partly specified)
→ ·, 1%, 1%, -14%, 14%, ?, -7%, 20%
4) CC(C)N1C(=O)/C(=C/C=C/c2ccco2)C(=O)N(Cc2ccco2)C1=O
→ 32µM*, 19%, ?, -30%, 3%, 28µM*, -7%, 22µM*
5) Clc1cccc2ccccc12
→ ·, 12%, ·, ·, 11%, ·, -2%, 2%
6) Clc1ccc(CS[C@@H](Cn2ccnc2)c2ccc(Cl)cc2Cl)cc1
→ ·, 1%[53 µM], ·, ·, -10%[29.1 µM], ·, 0%[53 µM], -1%[20.9 µM]
7) CC(C)CCOC(=O)c1c(N)n(CC2CCCO2)c2nc3ccccc3nc12 (stereo unspecified)
→ ·, -11%, 3%, -21%, ?, -2%, -9%, ?
8) CCCCC/C=C\C/C=C\C/C=C\C/C=C\CCCC(=O)NCc1ccc(O)c(OC)c1
→ ·, -1%&0%, 6%&0%, -30%&-26%, 7%&-23%, ?, -1%&-5%, 25µM*
9) O=C1NC(=O)C(CCc2ccncc2)(CCc2ccncc2)C(=O)N1Cc1ccc(F)cc1
→ 5%, -3%, -12%, 14%[2.34 µM], 4%, 7%, -5%, 15%
10) O=S1(=O)N(Cc2ccccc2Cl)CCCN1Cc1ccccc1Cl
→ ·, 5%, -11%, ?, ·, -16%, -2%, ·
11) O=C(C[N+]12CCC(CC1)C(CO)C2)c1ccc([N+](=O)[O-])cc1 (stereo unspecified)
→ ·, 4%, -3%, -16%, 6%, -18%, 2%, -11%
12) c1ccc(OP(Oc2ccccc2)Oc2ccccc2)cc1
→ ·, 2%[201 µM], ·, ·, 8%, ·, -1%[201 µM], -16%
13) OCCNc1c2c(nc3ccccc13)CCCC2
→ -1%, 7%, 5%, 4%, -4%, 4%, 0%, 1%
14) OCC12CO[C@@H]3c4ccccc4[C@H](OC1)N32 (stereo partly specified)
→ ·, 4%, 1%, -8%, 6%, -10%, 4%, 0%
15) CC1CC(O)[C@]2(O)[C@]13CC(=O)OC[C@@]2(C)[C@@](C)(O)C(=O)C3 (stereo partly specified)
→ ·, 4%, -1%, 1%, 2%, 0%, -3%, -2%
16) N#CC1=C(N)Oc2c(c(=O)sc3ccccc23)C1c1ccncc1 (stereo unspecified)
→ ·, -2%, 6%, -17%, -7%, ?, -1%, -1%
17) CN1CCN(c2ncnc(Cl)c2N)CC1
→ -1%, -2%, 2%, 6%, 2%, 0%, -5%, 6%
18) O=C1CN=C(c2cccs2)c2c(sc3c2CCCC3)N1
→ -7%, -1%, 2%, -1%, -10%, -4%, 0%, ?
19) Cc1ccc(Cn2nc(C)c(C=O)c2Cl)cc1
→ -13%, 5%, 5%, 0%, -4%, -5%, -2%, 6%
20) CN(C)C(=O)Oc1ccc(-c2nnco2)cc1
→ ·, -24%, 3%, -1%, 7%, -2%, 3%, 8%
21) O=C(Cc1ccccc1)Oc1ccc(N2C(=O)C3CCCCC3C2=O)cc1 (stereo unspecified)
→ ?, -5%, -1%, 3%, 1%, 4%, -4%, 6%
22) CC(=NCc1ccc(F)cc1)c1c(O)n(C)c(=O)n(C)c1=O
→ 3%, -1%, 3%, 3%, -2%, -3%, -2%, 2%
23) COc1ccc2[nH]c(C)c(CCN3CCC(=O)C(C)C3C)c2c1 (stereo unspecified)
→ -9%, 0%, 9%, -18%, -5%, ?, -8%, ?
24) Clc1cccc(Cl)c1
→ ·, 10%, ·, ·, -3%, ·, -3%, -9%
25) Cc1cccn2c(=O)c3c(nc12)N1CCCCCC1C1(C3)C(=O)N(C)C(=O)N(C)C1=O (stereo unspecified)
→ -2%, -14%, 6%, 5%, -16%, -3%, -3%, 1%
26) CC12CCC3C(CC=C4CC(O)CCC43C)C1C/C(=C\c1ccccc1F)C2=O (stereo unspecified)
→ 0%, -1%, 1%, -15%, -13%, -14%, 2%, ?
27) CCCC12CN3CC(CCC)(CN(C1)C3c1ccccn1)C2=O (stereo unspecified)
→ ·, 5%&4%, -4%&-8%, -2%&-2%, 19%, -2%&-1%, -3%&0%, 0%
28) CC(C)[C@H]1C(=O)O[C@H](C(C)C)C(=O)N(C)[C@@H](C(C)C)C(=O)O[C@H](C(C)C)C(=O)N(C)[C@@H](C(C)C)C(=O)O[C@H](C(C)C)C(=O)N1C
→ 4%, -6%, -6%, -6%, -12%, ?, 0%, -8%
29) Cc1nc2cc(C(F)(F)F)ccc2n1C1CCN(Cc2nnnn2CCc2ccccc2)CC1
→ -6%, -14%, 1%, -5%, 6%, ?, -1%, -3%
30) CN(C)c1cccc2c(C#N)ccc(N(C)C)c12
→ -18%, 1%, -21%, -11%, -6%, ?, -2%, ?
31) Cc1ccccc1OCCN=Cc1c(O)n(C)c(=O)n(C)c1=O
→ 0%, 2%, -2%, -9%, -1%, 3%, 0%, -14%
32) Nc1cc(Cl)c2nonc2c1[N+](=O)[O-]
→ -2%, -21%, -11%, ?, -3%, 11µM*, -7%, 20µM*
33) COc1ccc(-c2nc3ccccc3c(=O)n2-c2cccnc2)cc1
→ 2%, 2%, -6%, -7%, -19%, -5%, -4%, -2%
34) COc1ccc(CCn2c(O)c(C=NCCCN(C)C)c(=O)[nH]c2=O)cc1OC
→ 1%, -2%, -2%, 3%, 8%, 9%, 3%, 14%
35) Cc1ccnc(-n2c(C)cc(/C=C3\C(=O)NC(=S)N(C)C3=O)c2C)c1
→ -11%, 1%, -6%, -19%, 7%, ?, -2%, ?
36) CC1=CC(C)C(COC(N)=O)(COC(N)=O)C(C)C1 (stereo unspecified)
→ ·, -17%, -3%, -6%, 8%, -6%, 2%, 1%
37) Cc1cc(C)cc(NC(=O)Cn2c(=O)oc3cc(S(=O)(=O)N4CC(C)CC(C)C4)ccc32)c1 (stereo unspecified)
→ ·, -4%, ?, -28%, -1%, -11%, -4%, -1%
38) S=C1CN=C(c2ccccc2)c2cc(Cl)ccc2N1
→ -1%, -9%, -4%, -11%, -11%, -8%, 2%, ?
39) CCN1C[C@@]2(OC(=O)c3ccccc3NC(C)=O)CCC(OC)[C@@]34C5CC6C(OC)C[C@@](O)(C(CC23)[C@@H]14)C5(O)C6OC (stereo partly specified)
→ ·, -10%, ?, -2%, ?, -4%, 0%, -14%
40) Cc1ccsc1C(=O)C1CCCN(Cc2cc(C(C)C)n[nH]2)C1 (stereo unspecified)
→ -4%, 0%, -11%, -12%, -5%, -12%, -3%, -1%
41) Cc1ccc(-n2c(O)c(/C=N/NC(=O)c3ccncc3)c(=O)[nH]c2=O)cc1C
→ -5%, -9%, 1%, -8%, 2%, ?, -3%, ?
42) O=C(Nc1ccc(Br)cc1)c1ccc(F)c(S(=O)(=O)N2CCCc3ccccc32)c1
→ ·, -7%, 16µM*, 7.1µM*[quencher], ·, -1%, -1%, ·
43) O=P(OCC(F)(F)C(F)F)(N1CCCCC1)N1CCCCC1
→ 2%, -10%, 1%, 2%, 7%, -2%, -1%, 4%
44) Cc1nn(C(C)(C)C)c(C)c1/C=N/OC(=O)Nc1ccc(Cl)c(Cl)c1
→ 2%, 14%, ?, ?, -7%, ?, -2%, 3%
45) O=c1[nH]c(=O)n(Cc2ccc(F)cc2)c(O)c1C=Nc1ccc(Cl)cc1
→ 17%, -5%, 2%, 3%, 2%, -1%, 1%, ?
46) Cc1ccc2c(c1N)C(=O)c1ccccc1C2=O
→ ?, -26%[201 µM], ·, ·, -14%, ·, 18%[201 µM], ?
47) C[C@]12C=CC(=O)C=C1CC[C@@H]1[C@@H]2CC[C@@]2(C)[C@H]1CC[C@]2(C)O
→ ·, -3%, ?, -2%, 0%, ?, 0%, -8%
48) COc1ccc(-n2c(O)c(C(C)=NCCN3CCNCC3)c(=O)[nH]c2=O)cc1
→ 5%, 2%, -6%, -14%, -5%, ?, -1%, ?
49) O=C(C/C=N\OCc1c(Cl)cccc1Cl)Oc1ccc(Cl)cc1Cl
→ ·, -7%, -3%, -13%, 8%, -19%, 2%, ?
50) Nc1ccc(N2CCN(Cc3ccccc3Cl)CC2)c(Cl)c1
→ -15%, 8%, 22%, -26%, 5%, ?, -1%, ?
51) O=C(Nc1ccc(COc2ccccc2)cc1)Oc1ccccc1N1CCOCC1
→ -10%, -9%, 11%, ?, 0%, ?, 1%, ?
52) COc1ccc(C(=O)NCCn2cc(SCc3ccc(C(F)(F)F)cc3)c3ccccc32)cc1OC
→ ·, 6%, -13%, ?, ·, ?, ?, ·
53) Oc1cccc2cccnc12
→ ·, 14%&3%&-3%&0%, -16%, -13%, 5%&-8%&6%, -10%, -1%&-2%&-1%&0%, 5%&-75%&3%
54) BrC1C(Br)C(Br)C(Br)C(Br)C1Br (stereo unspecified)
→ ·, -9%, ?, -16%, 7%, ?, -23%, 20µM*

Some of the entries so far, with bars between the fields.
# | mol | L3MBTL1 block | TRb SRC2 PPI | Tau FP inhib | Tau fluor cs | GLA spleen mod | Tau ThT inhib | TR SRC2 fluor cs | ALDH1A1 block
38 | S=C1CN=C(c2ccccc2)c2cc(Cl)ccc2N1 | -1% | -9% | -4% | -11% | -11% | -8% | 2% | ?
39 | CCN1C[C@@]2(OC(=O)c3ccccc3NC(C)=O)CCC(OC)[C@@]34C5CC6C(OC)C[C@@](O)(C(CC23)[C@@H]14)C5(O)C6OC (stereo partly specified) | · | -10% | ? | -2% | ? | -4% | 0% | -14%
40 | Cc1ccsc1C(=O)C1CCCN(Cc2cc(C(C)C)n[nH]2)C1 (stereo unspecified) | -4% | 0% | -11% | -12% | -5% | -12% | -3% | -1%
41 | Cc1ccc(-n2c(O)c(/C=N/NC(=O)c3ccncc3)c(=O)[nH]c2=O)cc1C | -5% | -9% | 1% | -8% | 2% | ? | -3% | ?

Only part of the results is shown, so the mix of outcomes need not match the whole.
